Shn3 inh set2: reduction of Shn3 3'UTR firefly luciferase signal, primary screen, Schnurri-3 inhibitor project, cell-based, Clone20 osteoblasts, set 2. inhibition, % at 12.5 µM. AID 588674, 2011. Clone20 osteoblast Shn3 3'UTR firefly luciferase, 24 h. actives 0.52% (n = 360,000);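 active = mean inhibition of at least 75% with every replicate also reaching 75%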;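 note: 0% = median of neutral control wells and 100% = pilot-screen positive control compound; some compounds past the cut are filed as inactive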
NR2E3 ag-1: NR2E3 agonists in two-hybrid cells, primary screen, cell-based, luminescence, CHO-S, Gal4-NCOR/VP16-NR2E3. Photoreceptor-specific nuclear receptor (Homo sapiens), Q9Y5X4. luciferase. inhibition of corepressor binding, % at 3.98 µM. actives 0.35% (n = 360,000). AID 602229, 2012;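 active = inhibition above the mean of all tested compounds plus 3 SD, cut at about 70% in these data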;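 note: 0% = DMSO with NR2E3 transfected cells and 100% = cells lacking NR2E3 construct; higher means lower luciferase signal from less NR2E3 corepressor binding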
Target sequence (Q9Y5X4 whole entry, looked up, the tested form may be a part): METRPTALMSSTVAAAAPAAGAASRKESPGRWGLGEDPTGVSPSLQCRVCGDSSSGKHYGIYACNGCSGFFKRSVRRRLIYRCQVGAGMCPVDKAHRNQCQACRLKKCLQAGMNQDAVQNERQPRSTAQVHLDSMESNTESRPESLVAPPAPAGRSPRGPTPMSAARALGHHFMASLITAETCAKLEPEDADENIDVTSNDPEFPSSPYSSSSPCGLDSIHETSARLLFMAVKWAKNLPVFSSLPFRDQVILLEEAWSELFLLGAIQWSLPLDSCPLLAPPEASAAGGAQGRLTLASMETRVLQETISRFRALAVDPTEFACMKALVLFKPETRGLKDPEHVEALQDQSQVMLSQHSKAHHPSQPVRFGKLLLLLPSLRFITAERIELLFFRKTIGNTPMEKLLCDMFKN
CF NFkB inh: inhibitors of PAF-induced NF-kB signaling, primary screen, cell-based, GFP fluorescence, uHTS. KKLEB NF-kB-GFP reporter, GFP fluorescence overnight. inhibition, % at 5 µM. actives 0.86% (n = 360,000). AID 588850, 2011;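 active = at least 50% inhibition at 5 µM, scaled per plate between neutral and stimulator controls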;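 note: PAF is a Pseudomonas aeruginosa culture filtrate used as stimulus; plate controls were PAF-stimulated DMSO wells for no effect and unstimulated DMSO wells for full effect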
Peg3 promoter: Peg3 promoter-driven luciferase inhibitors, primary screen, cell-based, HeLa, luciferase luminescence | HeLa PEG-Prom luciferase reporter, overnight | inhibition, % at 20 µM | actives 1.7% (n = 360,000) | AID 588405, 2011;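 active = inhibition of at least 50% at 20 µM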
NR2E3 ag-2: inhibitors of NR2E3-RetCOR corepressor binding, primary screen, NR2E3 agonist project, biochemical, TR-FRET, GST-NR2E3, biotin-RetCOR. 1536-well. inhibition of corepressor binding, % at 4.78 µM. actives 0.12% (n = 320,000). AID 2300, 2010;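 active = percent inhibition above the cutoff of mean plus 3 SD of all tested compounds, set per screening campaign, cut at about 20% in these data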;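 note: 0% = DMSO wells and 100% = biotin wells as full block of FRET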
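Material: NR2E3–RetCOR corepressor complex / Amount: 1.35 nM GST-NR2E3 / Medium: Tris pH 7.5 / Compound: single nominal compound dose of 4.8 µM / Incubation: 5 h at 4 °C / Technique: TR-FRET, Eu(K)-anti-GST donor, streptavidin-D2 acceptor, ex 340, em 617/671 nm / Read-out basis: percent loss of FRET ratio relative to control wells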
KKLEB cytotox: cytotoxicity in KKLEB CF airway cells, primary screen, cytotoxicity control for CF NF-kB inhibitor project, cell-based, uHTS, fluorescence assay plates | actives 0.36% (n = 360,000) | AID 602141, 2011 | activity change (cytotoxicity), % at 5 µM | KKLEB CF airway cells viability, ATPlite luminescence, overnight; hits give low values; cells stimulated with P. aeruginosa culture filtrate;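 active = corrected activity change at or below -50% at 5 µM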
CaV13 ICDI inh: Disruptors of the CACNA1D IQ motif to Ca2+-dependent inactivation inhibitor domain association, primary screening, Förster resonance energy transfer in intact living … | actives 0.098% (n = 340,000) | AID 743397 | inhibition, % at 12.3 µM | HEK cells, CFP/YFP FRET ICDI-IQ, plate reader, 10 min; percent FRET-ratio fall versus neutral wells;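 active = mean replicate inhibition of at least 30% and at least 1% of replicates passing that level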;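 note: 0% = median of the neutral control wells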
MITF TRPM1 inh: inhibitors of MITF-dependent TRPM1 promoter reporter, primary screen, cell-based, SK-MEL-5, single point, luciferase; SK-MEL-5 TRPM1 promoter luciferase, 24 h; inhibition, % at 12.5 µM; actives 0.83% (n = 330,000);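 active = mean inhibition across replicates of 60% or more, whatever share of single replicates reaches that level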; note: values of inactives mirror those of a sister screen read the other way
PDI inh: inhibitors of human PDI, primary screen, biochemical, turbidity, single point, plate reader | Protein disulfide-isomerase (Homo sapiens), P07237 | PDI insulin aggregation turbidity, A650, 90 min | inhibition, % at 10 µM | actives 0.052% (n = 350,000) | AID 588391, 2011;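 active = mean inhibition across replicates of 30% or more, whatever share of single replicates reach that level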;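 note: absorbance from insulin aggregation driven by PDI reduction with DTT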
Target sequence (P07237 whole entry, looked up): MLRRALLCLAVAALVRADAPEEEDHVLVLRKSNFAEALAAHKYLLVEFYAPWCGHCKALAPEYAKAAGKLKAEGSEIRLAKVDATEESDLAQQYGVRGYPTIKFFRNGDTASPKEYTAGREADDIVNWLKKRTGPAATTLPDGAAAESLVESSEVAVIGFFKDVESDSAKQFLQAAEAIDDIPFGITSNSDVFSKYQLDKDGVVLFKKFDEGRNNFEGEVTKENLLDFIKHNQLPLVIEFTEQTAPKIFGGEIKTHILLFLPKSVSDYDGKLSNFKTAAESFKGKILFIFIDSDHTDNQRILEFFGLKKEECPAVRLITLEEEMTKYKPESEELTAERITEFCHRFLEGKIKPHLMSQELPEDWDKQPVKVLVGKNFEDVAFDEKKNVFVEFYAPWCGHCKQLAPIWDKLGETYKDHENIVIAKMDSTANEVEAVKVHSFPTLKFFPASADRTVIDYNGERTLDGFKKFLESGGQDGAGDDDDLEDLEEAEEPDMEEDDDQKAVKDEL
Vif imaging: HIV Vif self-association inhibitors, primary screen, imaging, HEK293T, single point; HEK293T cells, Vif self-association by quenched fluorescence, 24 h; actives 0.35% (n = 340,000); inhibition, % at 7.49 µM; in the data active = inhibition above about 50%, passing the limit was not always enough; note: some results filed as inactive read as strong as hits
HIF-2a inh: HIF-2a reporter inhibitors, primary screen, luminescence, 786-0 RCC cells. 786-0 RCC cells HIF-2a reporter, luciferase luminescence, overnight. AID 624352, 2012. inhibition, % at 18.8 µM. actives 0.72% (n = 360,000);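 active = inhibition of the luminescence signal of 40% or more relative to plate controls, in a single-dose primary screen at 18.75 µM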
* hit, by the source's call; · = no result given.

The line under a structure holds: Peg3 promoter	PDI inh	Vif imaging	NR2E3 ag-1	HIF-2a inh	CF NFkB inh	Shn3 inh set2	MITF TRPM1 inh	KKLEB cytotox	CaV13 ICDI inh	NR2E3 ag-2
COc1ccc(C2=NCC(=S)Nc3ccc(Cl)cc32)cc1OC
    23	19	9	2	5	5	-41	9	-5	-20	-1
c1ccc(Nc2ccc(Nc3ccccc3)cc2)cc1
    -156	·	3	-46	-228	2	-39	-90	2	·	0
CCOC(=O)/C(CCCN(CC)CC)=N\O
    14	-4	8	-6	11	-10	-7	14	3	-5	-2
COc1cc(Cn2c(N)c(C(=O)NCc3ccco3)c3nc4ccccc4nc32)cc(OC)c1OC
    0	-2	9	-6	2	-8	-5	-14	-1	-5	3
O=C(c1cccnc1)N1Cc2ccccc2-n2nncc2C1
    -8	1	11	-9	-11	-15	-41	·	0	-5	·
C=Cn1c(P(=S)(N2CCOCC2)N2CCOCC2)cc2c1CCCC2
    5	27	-3	-13	-5	-8	14	4	2	-9	2
CNC(=O)OCCc1n(C)cc[n+]1C
    9	4	0	6	14	9	5	20	7	-3	-2
CCCCc1nc2ccccc2c(=O)n1-c1ccccc1[N+](=O)[O-]
    -10	9	·	-21	4	-1	9	17	-4	·	1
O=C(O)c1cc(Oc2ccc(C(F)(F)F)cc2Cl)ccc1[N+](=O)[O-]
    7	-1	-8	-1	9	17	-8	-6	-9	-5	3
CC1=C(N2CC2)C(=O)C(CO)=C(N2CC2)C1=O
    100*	-11	-6	59	89*	97*	96*	106*	-104*	-6	·
NC(Cc1ccc(F)cc1)c1csc(Nc2cnccn2)n1 (centres undefined)
    7	-4	6	25	-7	14	26	·	-2	-6	·
COC(=O)C1=C(c2cccc(C#N)c2)C[C@@H]2CC[C@H]1N2C(=O)NCc1cccc2ccccc12
    1	-2	0	-7	14	-4	3	3	-4	-4	2
CCCCN1C(=O)NC(=O)C2(Cc3c(nc4ccccn4c3=O)N3CCc4ccccc4C32)C1=O (centres undefined)
    14	-1	-11	-15	9	-23	1	13	0	-3	0
O=C(Nc1ccc(Br)cc1)c1nn(C23CC4CC(CC(C4)C2)C3)cc1Br
    5	5	·	-1	11	12	35	-5	-5	·	-1
COC(=O)C(O)(c1ccc(N(C)C(=O)c2ccc(Cl)c(Cl)c2)cc1)C(F)(F)F (centres undefined)
    5	1	1	-2	7	14	-4	8	-32	-9	2
C=CCn1c(=O)c(C=Nc2c(OC)cccc2[N+](=O)[O-])c(O)n(CCCC)c1=O
    5	-2	-1	-2	13	6	0	15	-17	-18	-1
COc1ccc(CN(CCc2c[nH]c3ccccc23)Cc2ccc(OC)cc2)cc1
    -17	5	-6	2	-10	-7	9	-8	-4	-6	·
O=C(c1ccc(Cl)cc1)C1CCCN(Cc2ccon2)C1 (centres undefined)
    12	-2	-13	15	8	3	12	8	8	-4	6
N#CC12c3ccccc3C(=O)N1Cc1cnnn1-c1ccccc12 (centres undefined)
    1	·	-3	12	2	-13	-19	·	4	-6	·
CCOP(=O)(Nc1ccc2c(c1)C(=NNC(N)=S)c1ccccc1-2)OCC
    36	15	-6	6	12	-56	-4	12	-10	-7	·
CCOC(=O)c1c(NC(=O)c2c(N)n(CCCOC)c3nc4ccccc4nc23)sc2c1CCCC2
    20	1	-8	11	4	-5	8	14	-5	-8	2
c1ccc(CNC2CCCCCCC2)cc1 (tested in a mixture with another compound)
    14	-35	-5	17	15	-22	15	-14	4	-6	·
c1cc2c(cc1[C@H]1OC[C@H]3[C@@H]1CO[C@@H]3c1ccc3c(c1)OCO3)OCO2
    -16	-3	-10	-17	-54	0	-21	-16	-4	-5	2
CCOc1ccc(-c2cc(C)[n+](CCO)c(-c3ccc(OCC)cc3)c2)cc1
    -2	0	21	-21	13	-2	16	63*	-13	-19	0
COCCNC(=O)N1[C@H]2CC[C@@H]1C(C(=O)OC)=C(c1ccc(OC(F)(F)F)cc1)C2
    12	7	2	45	2	-4	-5	18	1	-5	2
CCN(CC)CCN/N=C(\C)c1c(O)[nH]c(=O)[nH]c1=O
    7	-13	8	-22	18	4	·	·	-1	-19	4
CCOC(=O)C1C(=O)NC23CCCC2C1c1ccccc1O3 (centres undefined)
    8	1	26	-15	17	5	-11	9	7	-4	4
CCOC(=O)c1c(-c2ccccc2)oc2ccc(OC(=O)N(C)C)cc12
    26	-3	-7	-5	-4	4	-24	4	6	-5	-1
COC(=O)c1ccccc1OP1(=O)COc2ccccc2OC1
    15	-5	-4	-6	4	8	-1	5	-3	-5	-2
COc1ccc(Nc2ncc(C(=O)N3CCC4(CC3)OCCO4)c3ccccc23)cc1
    22	18	15	-11	5	4	9	17	4	-1	2
CCOC(=O)C1(CCc2ccccc2)CCN(Cc2ccc(NC(C)=O)cc2)CC1
    12	-9	1	-9	11	4	5	8	-7	-5	5
CC(=O)NC1CC2CCC(C1)N2 (centres undefined)
    -57	-8	4	21	19	6	-6	2	-4	-4	1
Cc1ccc(-c2nc3ccccc3c(=O)n2-c2ccncc2)cc1
    -55	1	-3	-23	11	4	-43	-15	1	-2	-4
CCC(C)NC(=O)c1c(N)n(CC2CCCO2)c2nc3ccccc3nc12 (centres undefined)
    26	-9	·	6	31	9	17	-11	-12	1	6
CN1CCN(c2ncc(C=O)s2)CC1
    18	5	-7	-17	5	-2	3	5	0	-3	-1
COC(=O)C1=C(c2ccc(OCc3ccccc3)cc2)C[C@@H]2CC[C@H]1N2C
    13	-3	5	16	-3	9	4	·	-8	-5	·
CSc1nc(N2CCN(C)CC2)c2ccccc2n1
    -3	3	-4	-8	16	1	0	-1	-6	-7	-1
Cc1nn(Cc2ccccc2)c(C)c1C(=O)O
    6	0	9	6	16	5	-53	-2	-10	-6	-1
NC(Cc1ccc(F)cc1)c1csc(Nc2ccccn2)n1 (centres undefined)
    -44	-5	4	-23	-73	3	-19	·	4	-5	·
COc1ccc(OC(=O)N(C)C)c(CN(C)C)c1
    16	-24	4	-21	13	-18	3	4	3	·	3
CC(C)c1oc(=O)cc2c1[C@@H](O)[C@H]1OC(=O)[C@@]3(C)C[C@@H](O)[C@@H](O)[C@@]2(C)C13 (some centres undefined)
    91*	2	-13	33	39	18	-15	64*	2	-5	0
Cc1cc(OC(=O)c2ccco2)c2c3c(c(=O)oc2c1)CCC3
    -11	1	-9	11	-51	-10	12	1	3	-10	-2
Cn1cccc1/C=C1/C(=O)NC(=S)N(Cc2ccc(F)cc2)C1=O
    106*	-10	-6	-22	27	33	2	48	-3	-2	-2
S=C(NCCc1ccccc1)N1Cc2cc(N3CCCCC3)ccc2-n2nncc2C1
    7	·	14	3	-1	-8	12	·	7	-5	·
CC(C)N1CCOC(c2ccc(O)c(O)c2)C1 (centres undefined)
    3	·	10	19	4	-9	8	·	-10	-5	·
Cn1cnnc1Sc1cc(N2CCNCC2)ccc1[N+](=O)[O-]
    3	3	-1	20	11	2	-6	-3	-12	-14	0
Cc1ccc(C2C(=O)NC(=O)NC2=O)cc1
    2	7	1	-1	18	-10	24	-2	11	-4	3
Cc1ccccc1C(=O)N1Cc2ccccc2-n2nncc2C1
    9	0	5	-13	2	-12	-11	·	-6	-6	·
CN1CCN(c2ccc(Cl)cc2N)CC1
    3	3	-4	10	-8	-19	-5	·	6	3	1
Cn1ccc(NC(=O)CCl)n1
    -9	-4	2	23	10	-1	0	1	-4	-2	3

New compounds follow.
The line under a structure holds: Peg3 promoter	PDI inh	Vif imaging	NR2E3 ag-1	HIF-2a inh	CF NFkB inh	Shn3 inh set2	MITF TRPM1 inh	KKLEB cytotox	CaV13 ICDI inh	NR2E3 ag-2
O=c1c2ccccc2nc(-c2ccccc2)n1-c1ccccn1
    6	-2	-5	-11	15	-22	-26	4	12	-7	5
O=C(N/N=C/c1c(O)n(-c2cccc3ccccc23)c(=O)[nH]c1=O)c1ccncc1
    3	4	4	-10	13	-26	-11	-8	13	-4	4
C=CCn1c(O)c(C(C)=NCCN2CCN(C(=S)NC)CC2)c(=O)[nH]c1=O
    -12	-5	-3	-9	18	6	18	-5	15	-7	-1
N#CC1=C(N)Oc2c(c(=O)oc3ccccc23)C1c1ccncc1 (centres undefined)
    -9	0	-4	-7	-7	0	5	6	1	-8	4
Oc1c(Br)cc(Br)cc1CN1CCN(Cc2ccccc2)CC1
    28	9	-2	-2	9	-7	5	5	-4	-8	-2

Compound activity as filed in PubChem BioAssay.

The list is partial; count on the stated rates, not on these rows.
